MOR-DOR ag = agonists of OPRM1-OPRD1 heterodimerization, primary screen, cell-based, luminescence | Mu-type opioid receptor (Homo sapiens) + Delta-type opioid receptor (Homo sapiens), … | cells | activation, % at 9.3 µM | hit rate 0.3% among 340,000 | AID 504326, 2011; in the data active means activation above about 18%;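 further: 0% = vehicle-treated cells and 100% = reference agonist; values of inactives mirror those of a sister screen read the other way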
HTR5A inv ag = HTR5A inverse agonists in luminescence cell assay, primary screen, counter-screen for OPRM1-OPRD1 heterodimer inverse agonist project, full-deck HTS | inhibition, % at 9.3 µM | AID 504634, 2011 | 5-hydroxytryptamine receptor 5A (Homo sapiens), P47898 | HTR5A cell line, inverse agonism | hit rate 0.083% among 340,000; in the data active means inhibition mostly above about 23%, no sharp cut-off; inactive means mostly below about 18%;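 further: 0% = cells with DMSO and 100% = no-cell wells with DMSO; some compounds called inactive have numbers as strong as hits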
V-ATPase pHluor = regulators of yeast V-ATPase proton pumping, primary screen, pHLuorin cytosolic pH fluorescence; S. cerevisiae; response, % at 10 µM; hit rate 0.37% among 350,000; in the data active means response mostly above about 7.3%, no sharp cut-off; inactive means mostly below about 5.4%; further: actives read high; inactives centre near 0; some compounds called inactive have numbers as strong as hits; reference of the scale not given here
MOR-DOR inv ag = inverse agonists of MOR-DOR heterodimerization, primary screen, cell-based, luminescence | Mu-type opioid receptor (Homo sapiens) + Delta-type opioid receptor (Homo sapiens), … | cell-based MOR-DOR heterodimer luminescence, inverse agonism | inhibition, % at 9.3 µM | hit rate 0.21% among 340,000; in the data active means inhibition above about 22%, passing the limit was not always enough;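 further: 0% = cells with DMSO and 100% = wells without cells with DMSO; values of inactives mirror those of a sister screen read the other way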
Pemphigus Ab inh = inhibitors of pemphigus antibody binding to DSG3, primary screen, biochemical, bead-based, flow cytometry, scFv-GFP; Desmoglein-3 (Homo sapiens), P32926; DSG3-coupled beads, scFv-anti-DSG3-GFP binding; active compounds read low; binding (percent of control), % at 10 µM; hit rate 0.48% among 310,000; AID 588358, 2011;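 active means binding more than 3 SD below its plate's average and above zero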;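 further: hits lower antibody fragment binding to DSG3; some compounds called inactive have numbers as strong as hits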
Target sequence (P32926 whole entry, looked up, the tested form may be a part): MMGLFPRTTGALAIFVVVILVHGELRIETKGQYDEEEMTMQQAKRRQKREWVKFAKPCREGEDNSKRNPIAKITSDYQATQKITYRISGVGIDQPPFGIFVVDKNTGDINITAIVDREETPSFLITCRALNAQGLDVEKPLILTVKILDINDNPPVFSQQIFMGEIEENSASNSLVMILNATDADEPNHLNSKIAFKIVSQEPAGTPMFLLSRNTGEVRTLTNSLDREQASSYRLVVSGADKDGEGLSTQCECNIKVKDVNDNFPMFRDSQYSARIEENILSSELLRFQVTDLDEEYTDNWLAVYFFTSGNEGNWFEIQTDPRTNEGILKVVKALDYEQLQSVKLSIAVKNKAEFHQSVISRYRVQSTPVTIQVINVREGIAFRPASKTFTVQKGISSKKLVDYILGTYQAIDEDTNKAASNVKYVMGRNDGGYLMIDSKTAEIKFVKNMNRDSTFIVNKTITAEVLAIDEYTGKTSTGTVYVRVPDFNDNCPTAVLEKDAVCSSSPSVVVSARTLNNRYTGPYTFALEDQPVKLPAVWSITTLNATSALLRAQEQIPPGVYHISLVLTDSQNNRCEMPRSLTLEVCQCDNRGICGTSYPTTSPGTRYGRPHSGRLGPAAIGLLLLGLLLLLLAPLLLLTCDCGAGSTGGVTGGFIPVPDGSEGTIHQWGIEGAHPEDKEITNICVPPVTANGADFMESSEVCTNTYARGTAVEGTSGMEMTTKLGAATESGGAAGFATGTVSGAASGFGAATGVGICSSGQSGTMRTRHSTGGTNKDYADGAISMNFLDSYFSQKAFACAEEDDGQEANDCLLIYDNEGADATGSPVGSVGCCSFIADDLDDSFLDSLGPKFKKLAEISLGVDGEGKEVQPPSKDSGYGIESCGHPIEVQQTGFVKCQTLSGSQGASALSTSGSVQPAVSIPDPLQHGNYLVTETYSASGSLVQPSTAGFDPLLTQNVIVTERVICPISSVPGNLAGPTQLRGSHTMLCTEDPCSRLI
PKA-R2B activ = activators of PKA-R2B holoenzyme, primary screen, biochemical, fluorescence polarization, Cy5-IP20, human | activation, % at 11.4 µM | cAMP-dependent protein kinase catalytic subunit beta (Homo sapiens) + cAMP-dependent … | PKA-R2B holoenzyme dissociation; R2B truncated from residue 108, S112A mutant; 0% DMSO only, 100% 113 µM cGMP | AID 504700, 2011 | hit rate 0.079% among 340,000;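 active means activation above a cutoff set at the mean over all compounds plus 3 SD, cut at about 18% in these data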;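 further: higher means more holoenzyme dissociation and a rise in polarization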
HTR5A ag = HTR5A agonists in luminescence cell assay, primary screen, counter-screen for OPRM1-OPRD1 heterodimer agonist project, full-deck HTS. AID 504692, 2011. cell-based. hit rate 0.61% among 340,000. activation, % at 9.3 µM; in the data active means activation mostly above about 9.5%, no sharp cut-off; inactive means mostly below about 7.6%;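 further: 0% = cells with vehicle only and 100% = reference agonist; strong numbers were not always called active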
Arr AP2 block = inhibitors of beta-arrestin/AP2 binding, primary screen, biochemical, GPCR trafficking, flow cytometry | AID 504490, 2011 | inhibition, % at 10 µM | FITC-arrestin peptide / GST-AP2 beads; AP2 beta2 appendage carries R879A mutation | hit rate 0.31% among 340,000 | beta-arrestin 1 C-terminal peptide binding to AP2 beta2-adaptin appendage (human);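 active means inhibition above a set limit, near 3 SD of compounds lacking own fluorescence, cut at about 54% in these data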;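 further: plate controls were DMSO wells for no effect and 5 µM unlabelled arrestin peptide for full effect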
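Test system: GST-tagged AP2 beta2-adaptin appendage (R879A) on 4 µm glutathione beads; also added: fluorescein-tagged arrestin peptide at 50 nM final; timing: 12 min plus 1 h, RT; signal: flow cytometry, FL1 (488/535 nm); read-out: percent drop in bead-associated FITC signal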
DAGLB inhibitor = DAGLB lipase inhibitors, primary screen, biochemical, fluorescence, HTS. Diacylglycerol lipase-beta (Homo sapiens), Q8NCG7. HEK293T DAGLB membrane lysate, EnzChek fluorogenic substrate. inhibition, % at 5.17 µM. hit rate 0.059% among 340,000. AID 504411, 2011; in the data active means inhibition above about 34%;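 further: 0% = enzyme with vehicle and 100% = wells lacking enzyme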
PKA-R1A act = activators of PKA-R1A holoenzyme, primary screen, biochemical, fluorescence polarization, Cy5-IP20, bovine R1A, mouse PKAc; PKA-R1A dissociation; scaled: DMSO 0%, 113 µM cGMP 100%; activation, % at 11.4 µM; AID 504707, 2011; hit rate 0.083% among 340,000; cAMP-dependent protein kinase type I-alpha regulatory subunit (Bos taurus) + …;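 active means percent activation above the mean of all tested compounds plus 3 SD, cut at about 19% in these data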;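 further: higher means more PKAc released from R1A so a rise in polarization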
Active calls of the source: *; x = not tested or not shown.

molecule	MOR-DOR ag	HTR5A inv ag	V-ATPase pHluor	MOR-DOR inv ag	Pemphigus Ab inh	PKA-R2B activ	HTR5A ag	Arr AP2 block	DAGLB inhibitor	PKA-R1A act
CC(=O)Nc1cc2c(cc1[N+](=O)[O-])-c1ccccc1C2O (configuration not stated)	14	0	5	-72	110	-7	0	21	3	-5
COc1ccc(NC(=O)Cn2c(=O)n(CC(=O)NCc3ccco3)c(=O)c3ccccc32)cc1	-0.5	-8	-4	2	x	-5	3	13	-2	-6
O=C(O)c1cc2[nH]c3c(c2cc1Cl)CCCC3	-3.0	-11	-1	15	127	-2	3	-11	2	12
Cc1nc(Cl)c(C(=O)NCCc2ccccc2)c(C)c1[N+](=O)[O-]	-2.8	5	-3	14	91	2	-1	4	-1	2
CC(C)(C)c1ccc(OCC(=O)N2CCN(c3ccccn3)CC2)cc1	-0.1	-37	-2	1	112	-11	15*	0	-5	-3
CCC(C)(C)n1nnnc1CN1CCN(c2nc3cc(OC)ccc3cc2C#N)CC1	-0.2	-12	-4	1	98	2	3	3	-10	-4
COc1cc(NC(=O)C2CCCN(S(=O)(=O)c3ccc4c(c3)oc(=O)n4C)C2)cc(OC)c1 (configuration not stated)	-0.6	-3	1	4	101	-2	1	8	3	1
COc1ccccc1CNC(=O)CN1C(=O)NC(c2ccccc2)(c2ccccc2)C1=O	-0.3	7	-3	2	101	10	-2	-8	-3	2
Cc1cc(C)n(/N=C\c2c(O)ccc3ccccc23)c(=O)c1C(N)=O	-2.4	-1	1	14	x	-6	1	14	1	-1
COC(=O)[C@@]1(Cc2ccccc2)[C@H]2C(=O)N(Cc3ccccc3)C(=O)[C@H]2[C@H]2CN=C(SCc3ccccc3)N21	-0.5	3	-3	3	110	-2	-1	0	-5	-3
CCN(CC)S(=O)(=O)c1cccc(C(=O)OCC(=O)Nc2ccc3c(c2)c2ccccc2n3CC)c1	1.8	-24	-2	-10	128	-6	6	21	-3	-14
COc1ccc2c(c1)C(=C(C#N)C#N)C(=O)N2CCc1ccccc1	0.8	-9	4	-4	99	-11	2	3	-3	-9
O=C(NN1C(=O)/C(=C/c2cccc(O)c2)SC1=S)c1ccccc1O	-2.6	-14	-4	14	94	-3	3	7	7	-14
O=C(NC1CCN(Cc2ccccc2)CC1)C1CCN(S(=O)(=O)c2cccc3cccnc23)CC1	-0.6	3	-4	3	104	-11	-1	13	-1	13
Cc1cc(C)cc(NS(=O)(=O)c2cc3[nH]c(=O)c(=O)[nH]c3cc2C)c1	-1.6	5	2	8	110	-6	-2	4	4	-13
Cc1cc(N/N=C/c2ccccc2)nc(N)n1	-2.1	-6	x	11	99	-5	2	-6	2	-7
C[C@H](CO)N1C[C@H](C)[C@@H](CN(C)Cc2ccc(F)cc2)Oc2ncc(Br)cc2C1=O	x	x	2	x	x	10	x	x	4	1
O=C(c1ccccc1)C(O)(CN1CCCCC1)c1ccccc1 (configuration not stated)	-2.0	-1	-5	10	111	-9	0	3	-3	0
O=C(Nc1ccc(Br)cc1)C1CC(c2c(F)cccc2Cl)=NO1 (configuration not stated)	3.8	-16	6	-19	97	-7	0	-7	-14	-11
CC(=O)Nc1ccc(NC(=O)COC(=O)[C@@H](NC(=O)c2ccc(F)cc2)C(C)C)cc1	0.3	3	-1	-2	104	-4	-1	30	1	-6

Remaining list, next part:
molecule	MOR-DOR ag	HTR5A inv ag	V-ATPase pHluor	MOR-DOR inv ag	Pemphigus Ab inh	PKA-R2B activ	HTR5A ag	Arr AP2 block	DAGLB inhibitor	PKA-R1A act
CCCN1CCN(C(c2cc3cc4c(cc3[nH]c2=O)OCO4)c2nnnn2C(C)(C)C)CC1 (configuration not stated)	0.5	2	4	-2	96	9	-1	5	0	6
Cc1cc(-c2ccc(C)c(S(=O)(=O)NCC3CCN(Cc4ccc(F)cc4)CC3)c2)on1	1.2	-13	-2	-6	97	-2	4	16	-1	-2
COCCNC(=S)Nc1ccccn1	-0.8	-10	-2	4	94	2	-4	-22	1	-6
C/C(=N\NC(=O)c1cccnc1)c1cccc([N+](=O)[O-])c1	-3.0	11	4	15	100	7	4	43	2	-2
CCCNS(=O)(=O)c1ccc(C(=O)NCC2CCCO2)cc1 (configuration not stated)	1.5	-1	3	-8	98	3	0	-2	3	-9
O=C(Nc1cc(C(F)(F)F)ccc1N1CCOCC1)c1cn2ccccc2n1	2.6	14	1	-14	91	-4	4	-2	0	-6
CC(C)NC(=O)C(=O)NNC(=O)C12CC3CC(CC(C3)C1)C2	-2.7	7	-4	11	103	-10	-3	1	0	-10
Cc1ccc(Nc2ncnc3ccccc23)cc1	0.7	12	-2	-5	84	-11	-4	7	-3	-4
COc1ccccc1CC(=O)NCCc1ccc(S(N)(=O)=O)cc1	2.5	-3	-2	-15	x	4	1	-6	-6	0
CCNC(=O)COC(=O)c1cc(-c2ccco2)nc2ccccc12	-2.7	-6	0	14	98	0	2	-12	1	-10
COc1ccc(C2SCC(=O)N2c2c(C)n(C)n(-c3ccccc3)c2=O)cc1 (configuration not stated)	-3.9	-1	-3	19	102	-3	0	14	5	-11
CCCc1cc(=O)[nH]c(SCC(=O)c2c(N)n(CC(C)C)c(=O)n(C)c2=O)n1	-1.9	0	1	9	106	-5	-3	42	5	4
COc1cccc2sc(N(CCCN(C)C)C(=O)c3ccc(S(=O)(=O)N4CCc5ccccc5C4)cc3)nc12	1.6	-34	-1	-7	x	-8	13	-8	-1	-3
CCOc1ccc(NC(=O)NC2CCOC(C)(C)C2)cc1 (configuration not stated)	-2.4	3	4	12	110	0	-1	-6	1	2
CC(=O)c1ccc(N2CCN(CC(=O)NCc3ccccc3)CC2)cc1	-3.1	6	2	15	100	-5	-1	6	4	-8
CCOC(=O)C1CCN(C(=O)Cc2ccc(C)cc2)CC1	-1.4	4	1	8	97	-1	-4	1	-4	14
CC1(C)Cc2c(sc(/N=C/N3CCCCC3)c2C#N)C(C)(C)N1	3.3	-6	-5	-19	107	5	7	-7	-2	1
Cc1cc(F)ccc1NC(=O)Cn1c(C)csc1=O	-1.4	7	-5	6	x	7	-3	-13	0	-10
CC1CCCN(CCCOc2ccccc2-c2ccccc2)C1 (configuration not stated)	2.0	4	-2	-9	x	1	-2	-6	-1	0
Cc1ccc(/C([O-])=C(/C(=S)Nc2ccc(SC(F)F)cc2)[n+]2ccccc2)cc1[N+](=O)[O-]	24*	-19	1	-118	88	-11	-3	-10	2	8

The listing continues:
molecule	MOR-DOR ag	HTR5A inv ag	V-ATPase pHluor	MOR-DOR inv ag	Pemphigus Ab inh	PKA-R2B activ	HTR5A ag	Arr AP2 block	DAGLB inhibitor	PKA-R1A act
CCOC(=O)C1CCN(C(=O)Cn2cccc2C(=O)c2ccccc2)CC1	-0.1	-5	-2	1	x	2	2	18	-2	2
CCn1c(-c2cccc(Cl)c2)n[nH]c1=S	-1.2	6	4	6	94	-9	-2	-2	1	0
CC(C)(C)c1ccc(C(=O)CS(=O)(=O)c2ccccc2)cc1	1.4	11	-5	-8	102	0	-2	4	-4	1
COc1cccc(N2CCN(c3ccc4nnc(CCC(=O)Nc5ccccn5)n4n3)CC2)c1	-0.9	-11	4	5	109	1	0	16	-3	-3
COc1ccc(C2CC(c3ccccc3)=NN2C(=O)COC(=O)COc2ccccc2)cc1 (configuration not stated)	1.7	28	9	-9	126	5	-1	12	-1	-11
CCOc1ccc(N(CC(=O)NC2CCCC2)C(=O)CCCC(=O)Nc2ccccn2)cc1	-0.5	16	-5	3	95	12	-2	7	1	9
Cc1ccc(NC(=O)c2ccc(=O)[nH]n2)cc1S(=O)(=O)Nc1ccc(SC(F)F)cc1	-3.6	1	7	14	x	3	2	6	-4	8
C/C(=N\NC(=O)COc1ccc(C#N)cc1)c1ccc(N2CCOCC2)cc1	-2.1	-24	1	13	87	-1	4	0	3	3
COC(c1ccccc1)c1nnc(CCC(=O)N(C)Cc2cccc(-n3cccn3)c2)o1 (configuration not stated)	-2.5	8	-1	13	104	-1	-3	10	-3	-8
CCCCC[C@@H]1C=C(C(=O)O)[C@H](c2ccc(F)cc2)N1S(=O)(=O)c1ccc(C)cc1	-3.0	0	2	14	105	-5	0	5	5	2
Cn1ccnc1SCc1ccc([N+](=O)[O-])cc1	-2.0	-9	0	11	99	2	6	3	-2	7
COc1ccc(NC(=O)COc2coc(CN3CCCc4ccccc43)cc2=O)cc1	2.9	-13	-1	-19	104	-1	5	7	-1	-3
CC(C)OC(=O)CCC(=O)Nc1nc2ccccc2s1	-0.8	-1	-2	5	103	-3	3	4	2	-4
C=CCc1cc(C)ccc1OCCOCCn1ccnc1	-1.5	3	0	8	100	-12	1	13	-3	1
